# Assay outcomes (PubChem BioAssay)
# TCR act: Activators of T cell receptors: qHTS campaign. primary human leukocytes, anti-CD3, IL-2 HTRF, 48 h. Potency, µM (highest dose often 9.22 µM), inactives show at the highest dose activation of IL-2 secretion, usual class: activators. 330,000 tested, under 10 active. AID 504894, 2011; also: % of control where 0% means no effect
#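 Readout: HTRF IL-2, Eu-cryptate/d2 antibody pair, 320nm excitation, 665nm emission. Stimulus: a-CD3 beads, no co-stimulation. Cells: primary human leukocytes. Exposure: 48 hr with compound.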
# Menin MLL FP TR: qHTS Assay for Inhibitors Targeting the Menin-MLL Interaction in MLL Related Leukemias: Competition With Texas Red Labeled MLL-derived Mutant Peptide | Potency, µM (titrated, usually from 61.6 µM), inactives show top-dose FP activity change, negative = inhibition, most hits filed as inhibitors | Menin + Texas Red MLL mutant peptide, fluorescence polarization | O00255 | AID 1768, 2009 | hit rate 0.23% among 270,000; active = well fitted inhibition curve with a large enough effect in the polarisation, with a control signal flat, not every such curve was filed as active; inconclusive = small, poorly fitted or top-dose-only effect, or effect the other way, or a change in a side signal; inactive = no such curve, though single readings can be large or run the other way; the % refers to the polarisation; also: potency is read from the fitted curve at half-maximal effect; % of control where 0% means no effect; many of its hits are not listed in these tables
# Integrin act MD: qHTS for Activators of Integrin-Mediated Alleviation for Muscular Dystrophy; Potency, µM (titrated, usually from 38.3 µM), inactives show top-dose activation, actives largely listed as activators; alpha7betagal myoblasts, beta-gal FDG fluorescence, 48 h; hit rate 0.064% among 350,000;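 also: potency is read from the fitted curve at half-maximal effect; 100% = response of the positive control SU9516; nearly all actives have a fitted effect of over 60% in size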
#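 Alpha7betagal+/- myoblasts (passage 13) were plated 16-24 hr, then exposed to compounds (1:260 dilution of DMSO stock) for 48 hours at 37C. After MPER lysis, β-galactosidase reporter activity was read as FDG fluorescence (ex 480/em 540) after 30 minutes.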
# TSG101-PTAP inh: qHTS Assay for Iinhibitors of HIV-1 Budding by Blocking the Interaction of PTAP/TSG101. Fluorescence polarization, FITC-PTAP peptide / Tsg101 binding. Potency, µM (top dose mostly 115 µM), for the others: at the top dose activity change, negative = inhibition, hits mostly inhibitors. 340,000 tested, under 10 active; active = well fitted inhibition curve with a large enough effect in the main read-out, with a control signal flat, not every such curve was filed as active; inconclusive = small, poorly fitted or top-dose-only effect, or effect the other way, or a change in a side signal; inactive = no such curve, though single readings can be large or run the other way; also: potency is read from the fitted curve at half-maximal effect; % of control where 0% means no effect
# Target sequence (Q99816 whole entry, looked up): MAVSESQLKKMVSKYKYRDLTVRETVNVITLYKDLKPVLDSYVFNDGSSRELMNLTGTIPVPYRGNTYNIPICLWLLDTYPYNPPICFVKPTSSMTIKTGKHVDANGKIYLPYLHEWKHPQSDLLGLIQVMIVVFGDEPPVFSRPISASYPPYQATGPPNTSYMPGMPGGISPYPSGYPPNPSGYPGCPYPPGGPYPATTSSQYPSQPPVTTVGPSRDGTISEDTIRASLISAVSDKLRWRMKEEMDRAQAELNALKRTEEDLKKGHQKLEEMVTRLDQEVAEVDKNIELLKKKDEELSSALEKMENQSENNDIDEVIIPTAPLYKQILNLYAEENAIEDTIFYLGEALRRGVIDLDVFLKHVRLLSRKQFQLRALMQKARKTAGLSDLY
#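 Compounds were pin-transferred onto Tsg101 binding domain (10 uM final) in HEPES pH 7.5 buffer, then FITC-PTAP peptide was added at 50 nM final. After 20 min at RT, polarization reported peptide displacement across a qHTS concentration series.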
# A-T KAP1 phos: qHTS Assay for Identifying a Potential Treatment of Ataxia-Telangiectasia; […] A-T fibroblasts, KAP-1 phosphorylation AlphaLISA; neocarzinostatin DNA damage 30 min before lysis; Potency, µM (titrated, usually from 57.5 µM), without a hit: at the top dose activation, usual class: activators; hit rate 0.19% among 320,000; AID 485349, 2010; also: potency is read from the fitted curve at half-maximal effect; % of control where 0% means no effect; nearly all actives have a fitted effect of over 45% in size
#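 hTERT-immortalized A-T patient fibroblasts ([…]), 500 cells/well in OPTI-MEM, 1% FBS, got compounds for 60 min, then NCS for 30 min at 37C. Lysates were then assayed for phospho-KAP-1 by AlphaLISA (anti-pKAP1 donor, anti-KAP1 acceptor beads), 6 hr at 25C.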
# S-ASM inh: Inhibitors of Secretory Acid Sphingomyelinase (S-ASM): qHTS | Sphingomyelin phosphodiesterase (Homo sapiens), P17405 | placental ASM, HMU-PC fluorogenic substrate, 60 min | Potency, µM (doses to about 57.5 µM), inactives show top-dose activity change, negative = inhibition, hits mostly inhibitors | hit rate 0.006% among 340,000 | AID 504937, 2011; also: potency is read from the fitted curve at half-maximal effect
# Target sequence (P17405 47-631 limits assumed): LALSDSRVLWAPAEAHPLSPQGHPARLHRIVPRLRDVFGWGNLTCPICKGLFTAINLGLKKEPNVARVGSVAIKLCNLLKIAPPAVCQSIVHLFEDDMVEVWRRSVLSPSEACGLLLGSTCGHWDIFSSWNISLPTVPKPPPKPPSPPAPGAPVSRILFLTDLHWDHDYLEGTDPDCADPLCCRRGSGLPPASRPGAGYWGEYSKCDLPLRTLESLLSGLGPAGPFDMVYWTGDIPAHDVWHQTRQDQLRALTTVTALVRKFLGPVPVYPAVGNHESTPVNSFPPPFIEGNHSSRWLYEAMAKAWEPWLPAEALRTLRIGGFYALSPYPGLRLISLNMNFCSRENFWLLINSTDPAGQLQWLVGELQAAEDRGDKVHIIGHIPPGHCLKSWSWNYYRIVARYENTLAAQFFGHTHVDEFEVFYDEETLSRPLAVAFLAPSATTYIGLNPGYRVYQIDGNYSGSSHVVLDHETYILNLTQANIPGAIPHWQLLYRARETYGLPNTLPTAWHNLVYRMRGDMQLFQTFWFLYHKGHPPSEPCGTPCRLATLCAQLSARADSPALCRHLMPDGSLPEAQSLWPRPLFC
#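 HMU-PC0 cleavage (9 uM final) by human placental ASM, 60 min at 37 °C following 10 min compound exposure at RT; stopped at pH 10, fluorescence Ex 386/Em 447 nm.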
# TSHR antag: Antagonists of the Thyroid Stimulating Hormone Receptor: HTS campaign; TSHR-expressing cells, TSH-stimulated cAMP HTRF, 2 h; hits give low values; activity change, negative = inhibition, % at 11.5 µM; hit rate 0.2% among 330,000; AID 504810, 2011;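 active = activity change below a set negative limit, meaning inhibition stronger than a set level, cut at about -70% in these data; inconclusive = activity change between two set negative limits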; also: % is scaled to controls: 0 for no effect and ±100 for the full control effect
#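 TSHR-expressing cells, 200/well, pre-treated with compound, then stimulated with EC80 TSH (4nM final) for 2 hours at 37 deg C. cAMP measured by competitive HTRF: anti-cAMP cryptate antibody in lysis buffer plus cAMP-d2, read after 30 minutes at room temperature.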
# CXXC DNA block: qHTS Fluorescence Polarization Assay for Inhibitors of MLL CXXC domain - DNA interaction. MLL-CXXC / FITC-HOXA9 DNA fluorescence polarization. Potency, µM (top dose mostly 115 µM), inactives show at the highest dose activity change, negative = inhibition, usual class: inhibitors. hit rate 0.037% among 290,000. Histone-lysine N-methyltransferase 2A (Homo sapiens), Q03164; active = well fitted inhibition curve with a large enough effect in the polarisation, with a control signal flat, not every such curve was filed as active; inconclusive = small, poorly fitted or top-dose-only effect, or effect the other way, or a change in a side signal; inactive = no such curve, though single readings can be large or run the other way; the % refers to the polarisation; also: potency is read from the fitted curve at half-maximal effect
#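 Fluorescence polarization: 7 uM MLL-CXXC (stock) preincubated 5 min with compounds, then 50 nM fluorescein-HOX-A9 DNA (stock) added; 30 min ambient. Buffer 50 mM Tris-HCl pH 7.5, 50 mM NaCl, 1 mM DTT, 0.05% BSA.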
# Mito fusion act: qHTS Assay for Small Molecule Inhibitors of Mitochondrial Division or Activators of Mitochondrial Fusion; S. cerevisiae fusion-defective mutant growth rescue, CellTiterGlo 48 h; Potency, µM (highest dose often 46.1 µM), for inactives: at the highest dose growth rescue (activation), actives largely listed as activators; hit rate 0.23% among 320,000; AID 485298, 2010;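 also: potency is read from the fitted curve at half-maximal effect; % of control where 0% means no effect; nearly all actives have a fitted effect of over 45% in size; temperature-sensitive fusion mutants such as fzo1-1 at 37 °C on non-fermentable ethanol glycerol medium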
#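 S. cerevisiae fusion-defective temperature-sensitive mutants (e.g. fzo1-1, mgm1-5) grown 48 h at 37C in YPEG (ethanol/glycerol non-fermentable) medium with 23 nl compound per well; growth rescue read as CellTiterGlo luminescence.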
# MBNL1-CUG inh: qHTS Assay for Inhibitors of MBNL1-poly(CUG) RNA binding; Muscleblind-like protein 1 (Homo sapiens), Q9NR56; TR-FRET MBNL1-His/biotin-(CUG)12 binding, 665/545 ratio; Potency, µM (highest dose often 57.5 µM), for inactives: top-dose activity change, negative = inhibition, most hits filed as inhibitors; hit rate 0.036% among 280,000; active = well fitted inhibition curve with a large enough effect in the signal ratio, with a control signal flat, not every such curve was filed as active; inconclusive = small, poorly fitted or top-dose-only effect, or effect the other way, or a change in a side signal; inactive = no such curve, though single readings can be large or run the other way; the % refers to the signal ratio; also: potency is read from the fitted curve at half-maximal effect; % is scaled to controls: 0 for no effect and ±100 for the full control effect
#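 Compounds (final 92 nM to 58 uM) are added to His-tagged MBNL1 and biotin-(CUG)12, then terbium anti-His antibody and streptavidin-XL665 (5 nM final). After 60 min at room temperature, the 665/545 nm ratio is read.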
# An asterisk follows results filed as active; i = inactive; ? = inconclusive; / = not tested or not shown; [ ] = dose if it differs, or a comment. Unless noted, calls follow the shape of the dose curve; as a rule, active = well fitted curve in the direction sought with a large enough effect; inconclusive = small, poorly fitted or top-dose-only effect, or another doubt; inactive = no such curve, though single readings can be large; an effect the other way counts as inactive or inconclusive. A portion of the library; the hit share may differ from the screen's.
SMILES,TCR act,Menin MLL FP TR,Integrin act MD,TSG101-PTAP inh,A-T KAP1 phos,S-ASM inh,TSHR antag,CXXC DNA block,Mito fusion act,MBNL1-CUG inh
CCOC(=O)c1cc2sccc2n1Cc1ccccc1,5%,0%,-2%,-5%,?,-4%,3,-2%,-10%,2%
O=C(NCCc1ccccc1)C(=O)NCC1OCCCN1S(=O)(=O)c1ccc(F)cc1 (configuration not stated),-173%,/,5%,/,11%,4%,-13,10%,1%,-4%
CC1CCC2C(=O)N(c3ccc(C(=O)NCc4ccccc4)cc3)C(=O)C2C1 (configuration not stated),-14%[46.1 µM],-6%,21%,-4%,0%,3%,-8,9%,-14%,?
c1cncc(-c2nc(-c3ccco3)cs2)c1,0%,1%,-7%,-8%,2%,-1%,17,-5%,-4%,?
CC1(CCC#N)N=C(SCCC#N)N(c2ccccc2)C1=O (configuration not stated),1%,-6%,-15%,-3%,9%,-1%,1,-7%,1%,-14%
COc1ccccc1OCC(=O)Nc1ccc(S(=O)(=O)Nc2onc(C)c2C)cc1,-3%,-16%,-7%,-7%,-1%,2%,11,-1%,-6%,-7%
ClCC1NCC(c2ccccc2Cl)c2c1[nH]c1ccccc21 (configuration not stated),-1%,?,14%,-2%,-1%,2%,3,13%,0%,-3%
COc1cc(NC(=O)c2c(F)cccc2F)nc(OC)n1,-3%,3%,4%,-12%,3%,6%,6,-5%,3%,-18%
Cc1nn(C)cc1C(C(=O)NC1CCCCC1)N(C(=O)Cn1nnc2ccccc21)c1ccc(F)cc1 (configuration not stated),0%,5%,-22%,-7%,3%,1%,4,36%[activator],0%,-1%
CCOc1ccc(C(=O)Nc2ccc(C(=O)N3CCOCC3)cc2)c(OCC)c1,-3%,/,-19%,-5%,0%,0%,0,2%,0%,-8%
CCOC(=O)C1=C2N(C)c3ccccc3N2CCC1=O,-4%,-24%,6%,-2%,-2%,4%,1,-4%,1%,-7%
CCCn1c2c(c(O)c(C(=O)Nc3ccccc3)c1=O)CCCC2,-8%,2%,2%,1%,12%,-13%,-12,-2%,4%,-4%
COc1ccc(Cl)cc1C(=O)NCCCN1CCOCC1,/,-8%,1%,-1%,-9%,-4%,1,-1%,0%,-4%
O=C(Cn1cc2c(n1)CCCC2)Nc1cc(-c2cccc(Cl)c2)no1,-35%,-1%,5%,0%,1%,-19%,-17,-10%,?,3%
COc1ccc(Nc2nc(-c3sc(C)nc3C)cs2)c(OC)c1,-2%,13%,-12%,0%,-29%,-12%,-27,1%,-4%,?
CCN(CC)CCCNC(=S)N(Cc1cccnc1)Cc1cc2cc(C)cc(C)c2[nH]c1=O,-4%,7%,-38%,-4%,-3%,2%,9,9%,9%,?
O=C(Nc1nccs1)c1ccc(CSc2ccccc2)o1,1%,/,-31%,3%,2%,-4%,-24,11%,8%,0%
Cc1[nH]nc2c1C(c1cccs1)C1=C(CC(C)(C)CC1=O)N2 (configuration not stated),5%,3%,26%,1%,-1%,2%,6,28%,-2%,-2%
CC(C)(O)C(=O)NN(Cc1ccccc1)c1ccccc1,0%[46.1 µM],-1%,7%,-4%,3%,0%,-9,0%,-4%,15%[11.5 µM]
Cc1cc(NC(=O)c2ccccc2Cl)no1,-7%,0%,21%,-1%,5%,3%,-22,-5%,1%,-4%
COc1ccc(-c2cnc[nH]2)cc1,0%,2%,7%,-1%,-3%,1%,24,5%,-2%,-2%
Cc1nc(CCN2C(=O)c3ccccc3C2=O)n[nH]1,/,-4%,7%,-2%,-1%,0%,-1,2%,0%,14%
O=C(CNC(=O)c1ccccc1)OCC(=O)c1c[nH]c2ccccc12,-7%[46.1 µM],/,-3%,-1%,-3%,-5%,0,/,/,/
COc1cc2c(cc1OC)CN(Cc1ccc(OC)c(C)c1OC)CC2,-1%,-1%,-30%[7.66 µM],-2%,-6%,15%,0,1%,-8%,-9%
N#CCC(=O)Nc1ccc(C(=O)NNC(=O)CCN2CCN(c3ccccc3)CC2)cc1,5%,/,-26%,-5%,6%,1%,-2,/,-1%,/
COc1cccc(NC(=O)C(=O)NCCCN2CCCC2=O)c1,3%,/,-19%,-1%,?,1%,20,/,1%,/
O=C(Cn1c(=O)oc2ccccc21)Nc1nc(-c2ccccc2)cs1,6%,-14%,24%,-4%,-1%,-2%,-6,65%[activator],-1%,-4%
COc1ccc(N(C)S(=O)(=O)c2cccc(C(=O)Nc3ccc(N4CCOCC4)cc3)c2)cc1,-8%,/,-19%,1%,3%,-4%,-17,/,8%,/
c1cnc2ccc(C(c3nnnn3C3CCCC3)N3CCN(c4nc5ccccc5s4)CC3)cc2c1 (configuration not stated),5%,-1%,6%,-3%,10%,-11%,-12,21%,8%,-6%
C/C(=N\NC(=O)c1ccccc1)c1ccc(NC(=O)c2cccs2)cc1,4%[46.1 µM],31%,6%,6%,-1%,1%,1,17%,1%,5%
Cc1cc(=O)oc2c(C(=O)c3ccccc3)c(OCC(N)=O)ccc12,-3%,/,-10%,-7%,0%,2%,0,-5%,-1%,-5%
COc1ccc(OC)c(C2C3=C(CCCC3=O)Nc3c2c(=O)n(C)c(=O)n3C)c1 (configuration not stated),1%,?,?,-6%,-6%,/,8,5%,-5%,5%
O=C(NC1CCOc2ccccc21)c1ccc(Cl)nc1 (configuration not stated),7%,6%,0%,-1%,4%,0%,26,14%,-7%,-3%
CC(C)CCn1nnnc1CN1CCN(C(=O)c2ccco2)CC1,5%,-11%,39%,-6%,-8%,2%,4,11%,-2%,1%
O=C1c2cccc3c(N4CCOCC4)c([N+](=O)[O-])cc(c23)C(=O)N1c1cccc2ccccc12,2%[46.1 µM],?,-9%,-2%,-10%,-22%,-19,5%,27%,?
C=COC(=O)c1sc2nc(C)cc(C)c2c1N,-10%,/,1%,1%,32%,i,4,-6%,2%,84%[activator]
CCS(=O)(=O)N1Cc2ccccc2CC1C(=O)N(C)Cc1ccc(OC)cc1OC (configuration not stated),3%,-1%,-17%,-2%,8%,-2%,39,-16%,-1%,3%
O=c1[nH]c(CN2CCN(c3ccc(F)cc3)CC2)nc2ccccc12,0%,1%,2%,0%,-2%,2%,-4,-6%,6%,-1%
O=C(CSc1nnc(Cc2ccc(Cl)cc2)o1)Nc1ccccc1,3%,18%,28%,-4%,5%,-2%,-6,-10%,14%,1%
Cc1c(=O)n(OCc2ccc(Cl)cc2)c2ccccc2[n+]1[O-],-7%,-13%,9%,-2%,-3%,8%,-3,38%[activator],2%,?
Cc1ccc(C)c(OCc2ccc(C(=O)Nc3ccc([N+](=O)[O-])cn3)o2)c1,3%,/,0%,-5%,4%,-5%,-39,/,6%,/
COc1cc2c(cc1OC)CN(C(=O)c1ccc(Cl)c(S(=O)(=O)N3CCCC3)c1)CC2,-1%,/,44%,-2%,3%,4%,-23,/,/,/
CCOC(=O)c1c(NC(=S)Nc2cc([N+](=O)[O-])ccc2OC)sc2c1CCCCC2,-4%[46.1 µM],?,/,/,-4%,/,10,11%,11%,24%
CC(CCCCC(=O)Nc1ccc(C(F)(F)F)cc1)NCCc1cnc[nH]1 (configuration not stated),/,-6%,/,/,/,/,2,15%,2%,-4%
Cc1ccc(NS(=O)(=O)c2ccc(C(C)(C)C)cc2)cn1,15%,-11%,9%,-4%,3%,-1%,11,1%,-1%,-1%
Cc1c(NC(=O)C(C)OC(=O)c2cccc(S(=O)(=O)N(C)C)c2)c(=O)n(-c2ccccc2)n1C (configuration not stated),2%,-11%,-12%,0%,-10%,-4%,5,10%,-10%,2%
O=C(NN=Cc1ccc(F)cc1)c1cccc(S(=O)(=O)N2CCCC2)c1,14%,/,-3%,-2%,22%,1%,/,/,/,/
Cc1c(/C=C/C(=O)c2cccs2)cnn1C,-4%[46.1 µM],0%,-56%[inhibitor],-1%,/,116%[activator],-4,0%,5%,-15%
